DAGLB inh: blocks human DAGLB lipase activity; Q8NCG7; HEK293T DAGLB membrane lysate, EnzChek fluorogenic substrate; inhibition, % at 5.17 µM; hit rate 0.059% among 340,000; in the data active = inhibition above about 34%;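 also: 0% = enzyme with vehicle and 100% = wells lacking enzyme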
Cardiac RTF inh: cardiac RTF calcium desensitization; P19429+P45379; inhibition, % at 7.15 µM; IANBD-labeled cardiac RTF, Ca2+ fluorescence; hit rate 0.12% among 340,000;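 active = inhibition above the mean inhibition of all tested compounds plus 3 SD, cut at about 17% in these data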;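 also: assay run at fixed EC70 calcium of 1.6 mM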
NSD2 HMT inh: NSD2 (human) methyltransferase inhibition; NSD2 peptide methylation, AlphaScreen, 120 min; hit rate 0.54% among 310,000; O96028; inhibition, % at 12.5 µM; AID 743445; in the data active = inhibition above about 50%
PKA-R2B activ: activates the human PKA-R2B holoenzyme complex. PKA-R2B holoenzyme dissociation, Cy5-IP20 fluorescence polarization; R2B truncated from residue 108, S112A mutant; 0% DMSO only, 100% 113 µM cGMP. activation, % at 11.4 µM. hit rate 0.079% among 340,000. AID 504700;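 active = activation above a cutoff set at the mean over all compounds plus 3 SD, cut at about 18% in these data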;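 also: higher means more holoenzyme dissociation and a rise in polarization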
Target sequence (P31323 whole entry, looked up, other chains not shown, the tested form may be a part): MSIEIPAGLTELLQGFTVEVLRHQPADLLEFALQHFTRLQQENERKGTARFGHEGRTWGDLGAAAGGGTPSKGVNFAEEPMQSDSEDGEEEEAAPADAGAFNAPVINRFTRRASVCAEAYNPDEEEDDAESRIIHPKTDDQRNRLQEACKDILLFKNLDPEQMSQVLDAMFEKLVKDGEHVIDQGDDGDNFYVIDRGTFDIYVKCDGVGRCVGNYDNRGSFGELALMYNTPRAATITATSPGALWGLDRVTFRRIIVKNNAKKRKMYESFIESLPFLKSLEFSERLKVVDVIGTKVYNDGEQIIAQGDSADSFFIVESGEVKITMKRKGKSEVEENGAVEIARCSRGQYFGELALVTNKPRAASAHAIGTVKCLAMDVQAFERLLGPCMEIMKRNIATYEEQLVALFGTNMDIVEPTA
PvdQ inh: P. aeruginosa PvdQ acylase inhibition | purified PvdQ acylase, fluorescence plate reader | inhibition, % at 10 µM | hit rate 0.063% among 340,000 | AID 488965; in the data active = inhibition above about 30%, passing the limit was not always enough;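 also: 0% = vehicle neutral wells and 100% = reference inhibitor wells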
SR-BI DiI-HDL act: SR-BI HDL lipid transfer activation; CHO ldlA[mSR-BI] cells, DiI-HDL uptake fluorescence, 3 h; 100 = double the neutral-control signal; activation, % at 12.5 µM; hit rate 0.096% among 320,000; AID 504775;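 active = mean replicate activation of at least 60% and every replicate at or above 60%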;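 also: 0% = median plate neutral-control signal and 100% = twice that signal; values of inactives mirror those of a sister screen read the other way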
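Material: SR-BI-overexpressing, LDLR-lacking CHO cells | Dosing: Single compound concentration, delivered by pin transfer | Probe or stimulus: Labelled HDL, 10 µg/mL | Signal: Bottom-read cell fluorescence after medium removal, ex 550/em 595 nm | Schedule: 3 h, 37 °C | Evaluation: HDL uptake via cellular fluorescence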
SR-BI HDL uptake: inhibitors of mouse SR-BI mediated HDL lipid uptake; ldlA[mSR-BI] CHO cells, DiI-HDL uptake fluorescence, 3 h; inhibition, % at 12.5 µM; hit rate 0.96% among 320,000; Q61009; AID 488896;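 active = mean replicate inhibition of at least 70% and a set share of replicates each scoring 70 or more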;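 also: 0% = median of neutral control wells and 100% = median of positive control wells; values of inactives mirror those of a sister screen read the other way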
Keap1 Nrf2 FP: inhibitors of human Keap1-Nrf2 protein-protein interaction; Q14145; Keap1 Kelch-Nrf2 peptide fluorescence polarization, 1536-well; inhibition, % at 9.4 µM; hit rate 0.15% among 340,000; AID 504523; in the data active = inhibition above about 12%;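 also: human Keap1 Kelch domain with fluorescein labeled Nrf2 9mer peptide probe; 0% = neutral control wells and 100% = peptide positive control; higher means more block of Keap1 binding to Nrf2 peptide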
Target sequence (Q14145 whole entry, looked up, the tested form may be a part): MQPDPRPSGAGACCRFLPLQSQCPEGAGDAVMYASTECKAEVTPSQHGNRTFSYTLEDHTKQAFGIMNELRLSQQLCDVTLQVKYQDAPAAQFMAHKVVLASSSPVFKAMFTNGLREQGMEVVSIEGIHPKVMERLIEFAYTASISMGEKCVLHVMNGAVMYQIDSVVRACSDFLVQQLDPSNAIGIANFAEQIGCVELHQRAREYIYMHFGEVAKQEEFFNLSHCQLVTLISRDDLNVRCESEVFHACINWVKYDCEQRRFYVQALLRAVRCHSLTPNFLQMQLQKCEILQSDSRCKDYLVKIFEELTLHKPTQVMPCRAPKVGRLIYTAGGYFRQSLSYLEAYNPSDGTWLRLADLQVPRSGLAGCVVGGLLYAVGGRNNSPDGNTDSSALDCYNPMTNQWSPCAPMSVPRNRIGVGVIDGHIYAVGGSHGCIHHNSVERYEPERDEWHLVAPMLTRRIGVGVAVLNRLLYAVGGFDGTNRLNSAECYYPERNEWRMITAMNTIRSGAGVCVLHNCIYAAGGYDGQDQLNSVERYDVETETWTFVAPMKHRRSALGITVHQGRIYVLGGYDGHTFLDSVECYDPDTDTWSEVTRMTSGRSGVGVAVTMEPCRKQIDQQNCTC
C-LANA FP: KSHV C-LANA DNA binding inhibition; hit rate 0.078% among 340,000; inhibition, % at 9 µM; MBP-C-LANA/FAM-LBS DNA binding, fluorescence polarization; AID 504423;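 active = highest replicate inhibition at or above 60% at 9 µM, even if other replicates fall short; inactive = all replicates below 60% inhibition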;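 also: 0% = neutral control wells and 100% = 4 µM acridine orange control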
Arr AP2 block: human beta-arrestin and AP2 interaction inhibition; FITC-arrestin peptide / GST-AP2 beads, flow cytometry; AP2 beta2 appendage carries R879A mutation; inhibition, % at 10 µM; hit rate 0.31% among 340,000;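 active = inhibition above a set limit, near 3 SD of compounds lacking own fluorescence, cut at about 54% in these data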;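 also: plate controls were DMSO wells for no effect and 5 µM unlabelled arrestin peptide for full effect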
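System: GST-AP2 R879A glutathione beads. Medium: PBS with 0.05% Tween 20 and 0.1% BSA. Also added: FITC-arrestin peptide, 50 nM. Incubation: 12 min plus 1 h, RT. Measured by: high-throughput flow cytometry of beads, ex 488, em 535 nm. Evaluation: percent drop in bead-associated FITC signal.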
Active calls of the source: *; / = not tested or not shown. The list is partial; count on the stated rates, not on these rows.

SMILES	DAGLB inh	Cardiac RTF inh	NSD2 HMT inh	PKA-R2B activ	PvdQ inh	SR-BI DiI-HDL act	SR-BI HDL uptake	Keap1 Nrf2 FP	C-LANA FP	Arr AP2 block
CC(C)CCNC(=O)c1c(N)n(CC2CCCO2)c2nc3ccccc3nc12 (stereo unspecified)	-2	-2	31	-19	-13	5	-5	-2	-1.3	2
O=C(c1cccc(Cl)c1)C1CCCN(Cc2cccc3cnccc23)C1 (stereo unspecified)	-4	3	-7	2	-12	10	-10	-14	-1.3	-3
COc1ccccc1-n1c(-c2ccccc2Cl)nc2ccccc2c1=O	0	-4	0	-3	-9	20	-20	-5	-2.0	-5
COC(=O)C1=Nc2ccccc2/C1=C\c1c(O)n(-c2ccc(OC)cc2)c(=O)[nH]c1=O	2	-9	3	-11	11	33	-33	0	1.1	35
Cc1ccc(S(=O)(=O)NC(CC(=O)N2CCC3(CC2)OCCO3)c2ccco2)cc1 (stereo unspecified)	1	1	4	-5	-7	-4	4	-5	1.1	1
FC(F)(F)/C(=N\P(=S)(N1CCOCC1)N1CCOCC1)N1CCOCC1	-1	-18	-5	3	-12	18	-18	-4	-2.1	-2
COC(=O)CN1C(=O)C2(C(C(=O)OC)=C(N)Oc3ccccc32)C2=C1CC(C)(C)CC2=O (stereo unspecified)	1	-5	-1	0	-11	19	-19	-5	-0.4	-1
Cc1nonc1OCCNc1ccc([N+](=O)[O-])c2cccnc12	-1	2	4	-5	5	-10	10	0	0.0	0
Cc1ccc(Cn2c(C)c3cnn(CC(=O)N4CCC5(CC4)OCCO5)c(=O)c3c2C)cc1	0	-7	9	8	-9	9	-9	-3	-0.1	6
CC1(C)CC(CCNCc2ccc3c(c2)OCO3)(Cc2ccccc2)CCO1 (stereo unspecified)	-3	-7	4	0	6	28	-28	-2	1.1	-4
COc1ccc(CN2C(=O)NC(=O)/C(=C\c3cc(OC)c(OC)c(OC)c3)C2=O)cc1	4	-7	-1	-5	8	41	-41	-4	0.5	-4
O=c1[nH]c(=S)n(-c2ccc(F)cc2)c(O)c1/C=N/N1CCOCC1	2	-1	0	5	14	18	-18	-4	1.8	3
CN1CCC(N(C)c2ncnc3ccc(Br)cc23)CC1	-1	-3	/	3	-5	34	-34	-2	-1.2	9
CC(=O)O[C@H]1CCC2C3CC[C@H]4[C@@H](O)[C@H](O)CC[C@]4(C)C3CC[C@@]21C (stereo partly specified)	1	-16	1	6	-10	-5	5	-5	1.1	3
O=P1(N(CCCl)CCCl)NCCCO1 (stereo unspecified)	0	8	/	5	-11	-12	12	0	0.3	2
CN1CCN(CCC(C#N)(c2ccccc2)c2ccccc2)CC1	-2	-5	1	3	-6	14	-14	1	-0.2	-2
Cn1cc(C(=O)N2CCCCC2)c2ccccc21	1	-4	-1	2	-3	-3	3	-2	0.7	10
Brc1ccccc1CNCCc1ccc2c(c1)OCO2	0	3	14	-8	-2	-1	1	-2	-2.9	2
COc1ccc(CCNCc2ccncc2)cc1	2	0	8	-10	-13	27	-27	-3	-0.9	2
CN1CCN(c2nc3ccccn3c(=O)c2C=C2C(=O)N(C)C(=O)N(C)C2=O)CC1	2	-2	11	2	0	-13	13	2	-0.9	22
O=[N+]([O-])c1ccc(O)c([N+](=O)[O-])c1	4	-2	/	4	-2	16	-16	2	-0.7	10
O=C1NC(=O)C(=CCc2ccccc2)C(=O)N1	2	-3	38	1	-2	-17	17	-2	0.0	-11
CCCCn1c(O)c(/C=N/NC(=O)c2ccncc2)c(=O)[nH]c1=S	7	-9	14	-3	4	2	-2	-11	-1.9	39
CC(C)N1C(=O)CCC1C(=O)N1CCC2(CC1)OCCO2 (stereo unspecified)	2	0	0	7	-9	0	0	4	-0.9	9
C=CCn1c(O)c(C=NCCCn2ccnc2)c(=O)[nH]c1=O	-2	-2	-2	6	-11	15	-15	-7	0.9	-4
O=C(Cn1ncc2ccccc21)N1CCC2(CC1)OCCO2	-3	1	0	-3	-13	12	-12	0	0.9	5
O=P(O)(O)CN1CCNCCN(CP(=O)(O)O)CCNCC1	5	5	0	-2	-18	24	-24	-6	-0.8	-8
CC(C)CC1(CCc2ccccc2)C(=O)NC(=O)NC1=O	0	-2	-2	-7	-11	42	-42	-2	0.1	7
O=C(COc1ccc(Br)cc1)N1CCN(C2CCCC2)CC1	-3	-7	2	5	4	-2	2	-1	0.2	33
Cc1ccc(C(C)C)c(OCC(=O)N2CCN(CC(=O)N3CCOCC3)CC2)c1	2	-6	0	-5	-5	-59	59	-4	-1.1	-2
COC(=O)C1=C(c2ccc(F)cc2OCc2ccccc2)C[C@@H]2CC[C@H]1N2C(=O)NCc1ccc(Br)cc1	-16	-6	/	11	3	-10	10	-3	0.5	-7
c1ccc(CCN2CCCCC2)nc1	-1	3	-3	8	3	1	-1	6	1.8	26
COc1cccc(-c2sc3ccccc3c2-c2ccc(OCCN3CCOCC3)cc2)c1	-8	-1	/	-6	-12	-33	33	-2	-2.0	5
CC1=CC(=C2C(=O)NC(=S)NC2=O)C=C(C(F)(F)F)N1C	2	5	4	-10	7	6	-6	3	0.4	7
CC/C(=N\NC(=O)Nc1ccccc1)c1c(O)n(Cc2ccccc2)c(=O)[nH]c1=O	/	/	-4	/	-24	12	-12	-7	-2.1	5
C[C@]12CCC3C(CCC4=C/C(=N/OCC(=O)NC(CCC(N)=O)C(=O)O)CC[C@@]43C)C1CCC2O (stereo partly specified)	-1	-4	-1	3	-13	/	/	-4	1.6	6
NCCc1ccc(S(=O)(=O)F)cc1	1	8	/	8	-3	4	-4	-2	1.8	1
CC1CCCC(C2(O)C(=O)Nc3ccccc32)C1=O (stereo unspecified)	-2	-7	0	2	-22	6	-6	-6	-2.4	3
C[C@]12CCC3C(CC[C@@H]4[C@H]5O[C@H]5CC[C@]34C)C1CC[C@@H]2O (stereo partly specified)	-3	2	-1	8	-14	-4	4	-3	3.4	6
Cc1cc(OC(=O)N(C)C)nc(SCc2c(Cl)cccc2Cl)n1	-8	-2	-6	-8	0	1	-1	-4	0.6	2
COc1ccc(-n2c(O)c(C=Nc3c(C)n(C)n(-c4ccccc4)c3=O)c(=O)[nH]c2=O)cc1	0	6	-2	-1	8	3	-3	-2	1.1	7
O=C(C1CC(=O)N(C2CCCCC2)C1)N1CCC2(CC1)OCCO2 (stereo unspecified)	1	-23	-3	0	-24	15	-15	-1	-1.0	11
CN(C)C(Cc1ccccc1)C(=O)c1ccccc1 (stereo unspecified)	1	-4	-2	-8	8	11	-11	1	-1.5	42
Clc1ccc(CCC(Cn2ccnc2)Sc2c(Cl)cccc2Cl)cc1 (stereo unspecified)	-3	9	/	-14	3	-20	20	-4	0.3	0
COc1cc(CCN)ccc1O	1	3	/	-3	-10	23	-23	-5	-0.1	4

Pulled one by one from above:
SMILES	DAGLB inh	Cardiac RTF inh	NSD2 HMT inh	PKA-R2B activ	PvdQ inh	SR-BI DiI-HDL act	SR-BI HDL uptake	Keap1 Nrf2 FP	C-LANA FP	Arr AP2 block
NCCc1ccc(S(=O)(=O)F)cc1	1	8	/	8	-3	4	-4	-2	1.8	1
Cc1cc(OC(=O)N(C)C)nc(SCc2c(Cl)cccc2Cl)n1	-8	-2	-6	-8	0	1	-1	-4	0.6	2
C[C@]12CCC3C(CC[C@@H]4[C@H]5O[C@H]5CC[C@]34C)C1CC[C@@H]2O (stereo partly specified)	-3	2	-1	8	-14	-4	4	-3	3.4	6
CC/C(=N\NC(=O)Nc1ccccc1)c1c(O)n(Cc2ccccc2)c(=O)[nH]c1=O	/	/	-4	/	-24	12	-12	-7	-2.1	5
C[C@]12CCC3C(CCC4=C/C(=N/OCC(=O)NC(CCC(N)=O)C(=O)O)CC[C@@]43C)C1CCC2O (stereo partly specified)	-1	-4	-1	3	-13	/	/	-4	1.6	6

Returning to the listing, repeating the two entries before the break.
SMILES	DAGLB inh	Cardiac RTF inh	NSD2 HMT inh	PKA-R2B activ	PvdQ inh	SR-BI DiI-HDL act	SR-BI HDL uptake	Keap1 Nrf2 FP	C-LANA FP	Arr AP2 block
Clc1ccc(CCC(Cn2ccnc2)Sc2c(Cl)cccc2Cl)cc1 (stereo unspecified)	-3	9	/	-14	3	-20	20	-4	0.3	0
COc1cc(CCN)ccc1O	1	3	/	-3	-10	23	-23	-5	-0.1	4
N#Cc1ccc(C(=O)N2Cc3cnnn3-c3ccccc3C2C#N)cc1 (stereo unspecified)	-3	-8	/	3	-1	1	-1	-2	-0.5	20
O=C(c1ccc2c(c1)OCO2)C1CCCN(Cc2c(F)cccc2Cl)C1 (stereo unspecified)	-14	-3	-3	-8	-5	/	-36	-6	-0.8	-2
COC(=O)C1=C(c2ccc(OC)c(OC)c2)C[C@@H]2CC[C@H]1N2C(=O)NCCCOC(C)C	-1	-1	/	-3	-4	17	-17	-4	0.9	1
Cn1cccc1C1CCCN1CC(=O)Nc1ccc(C#N)c(Cl)c1 (stereo unspecified)	0	2	0	4	-5	-56	56	-14	2.6	10
COc1ccc2[nH]c3c(c2c1)CCNC3C (stereo unspecified)	1	-5	1	1	-11	7	-7	-2	1.9	13
CCOC(=O)C1=C(C)OC(N)=C(C(=O)OCC)C12C(=O)Nc1ccc(Br)cc12 (stereo unspecified)	1	-5	-1	-1	-13	19	-19	4	0.5	-2
C[N+]1(C)[C@@H]2CC[C@H]1CC(OC(=O)C(c1ccccc1)c1ccccc1)C2 (stereo partly specified)	3	-7	-1	-7	-8	15	-15	1	-2.5	-13
N/C(=N\[N+](=O)[O-])NCCCC(NC(=O)CNC(=O)c1ccccc1)C(=O)O (stereo unspecified)	-1	-10	-4	-3	-12	24	-24	-1	-0.2	20
Cc1ccc(C2CC3CCC(C2)N3Cc2ccccc2F)cc1 (stereo unspecified)	-5	-11	-5	-10	-5	10	-10	1	0.7	4
